# Mm-Cpn inhibitor = blocks the Methanococcus maripaludis chaperonin Mm-Cpn. purified Mm-Cpn ATPase, ADP Transcreener TR-FRET. Potency, µM (top dose mostly 76.9 µM), for inactives: top-dose activity, negative = inhibition, hits mostly inhibitors. 330,000 tested, 0.031% active. AID 504842; note: potency is the fitted concentration of half-maximal effect; % is set by controls: 0 for no effect and ±100 for the full control effect; nearly all actives have a fitted effect of over 80% in size
#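 TR-FRET (320 nm excitation; 590 and 665 nm emission) reports ADP made from 10 uM ATP by 25 nM enzyme; compounds were preincubated 10 min, reaction run 30 min, both at 37°C.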
# CCT modulator = cytosolic chaperonin activity modulation; activity change, % (concentration not given with the values), hits read low; 360,000 tested, 0.3% active; AID 651819; purified chaperonin ATPase assay, HTRF ADP detection, 30 min; in the data active = activity change below about -30%; note: % is set by controls: 0 for no effect and ±100 for the full control effect
#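 We incubate TRiC, 40 or 20 nM final, with library compounds at 76 uM and 10 uM ATP for 30 min at 37 °C. ADP formed is detected with Transcreener HTRF reagents after 30 min at room temperature.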
# Nrf2 activator = Nrf2 pathway activation. AID 624171. Potency, µM (highest dose often 46.1 µM), for inactives: at the highest dose activation, hits mostly activators. 410,000 tested, 0.31% active. AREc32 ARE-luciferase reporter (MCF7-derived line), luminescence, 24 h; note: potency is the fitted concentration of half-maximal effect; % of control where 0% means no effect; nearly all actives have a fitted effect of over 65% in size
#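 Luciferase luminescence (Steady-Glo, 30 min at room temperature) served as the read-out of ARE activation in AREc32 cells treated with compounds for 24 hr at 37 deg C.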
# HepG2 tox = counter-screen for TGF-b inhibitors: cytotoxicity in HepG2 cells | HepG2 CAGA-GFP viability, ATP luminescence, 18 h | Potency, µM (titrated, usually from 46.1 µM), for inactives: top-dose activity change, negative = cytotoxicity, hits mostly cytotoxic | 410,000 tested, 0.76% active | AID 588856; note: potency is the fitted concentration of half-maximal effect; some results filed as inactive show a strong effect at the top dose
#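 CellTiter-Glo luminescence gave cytotoxicity after 18 hours at 37 degrees C. The cells were HepG2 CAGA-GFP in 1% FBS DMEM, stimulated with 500 pg/mL TGF-beta after compound addition. %Activity was normalised to no-cell wells (complete cell-killing) and DMSO (no toxicity), and curves were fitted and classified.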
# A549 viability = counter-screen for Nrf2 inhibitors: cytotoxicity in A549 cells; AID 504648; Potency, µM (doses to about 46 µM), for the others: at the top dose activity change, negative = cytotoxicity, hits mostly inhibitors; A549 ARE-Fluc cells, CellTiter-Fluor viability, 18-24 h; 390,000 tested, 0.16% active; note: potency is the fitted concentration of half-maximal effect; % is set by controls: 0 for no effect and ±100 for the full control effect
#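 A549 ARE_Fluc cells in 5% FBS OPTI-MEM were exposed to compounds in concentration-response for 18-24 h at 37 deg C. Viability was read by CellTiter-Fluor fluorescence (Ex 405/Em 525) after 30 min, before the luciferase read.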
# TGFb inhibitor = inhibitors of TGF-b signaling; HepG2 CAGA-GFP TGF-b/SMAD3 reporter, GFP fluorescence, 18 h; TGF-beta stimulated, 500 pg/mL final; Potency, µM (series often up to 46.1 µM), for inactives: at the top dose activity, negative = inhibition, usual class: inhibitors; 410,000 tested, 1.2% active; AID 588855; note: potency is the fitted concentration of half-maximal effect; % is set by controls: 0 for no effect and ±100 for the full control effect; nearly all actives have a fitted effect of over 65% in size
#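 First, reporter cells (HEPG2 CAGA-GFP) rested 2 h at 37 degrees C. Next, compounds were pinned in and TGF-beta added to 500 pg/mL final. After 18 h, GFP was imaged per cell and summed per well.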
# Akt phos inh = Akt phosphorylation inhibition; Neuro2A IGF-stimulated pAkt S473 HTRF, 20 min; hits give low values; activity change, % for hits at 50 µM; 360,000 tested, 0.32% active; in the data active = activity change below about -80%; inconclusive = mostly about -51% to -80%; note: % is set by controls: 0 for no effect and ±100 for the full control effect
#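 Neuro2A cells in DMEM with 0.5% FBS, overnight at 37 deg C, given compound at single 50 µM final, then IGF (6 nM final) for 20 min at 37 deg C. Lysed; phospho-Akt Ser473 by HTRF after 24 h, 665/615 ratio.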
# ATXN viability = cell viability loss in ATXN counter-screen. S2 cells (HEK-293 line with an ATXN2-luciferase reporter) viability, CellTiter-Fluor protease fluorescence, 24 h. Potency, µM (highest dose often 56.7 µM), hits mostly cytotoxic. 400,000 tested, 0.49% active. AID 651635; note: potency is the fitted concentration of half-maximal effect; nearly all actives have a fitted effect of over 40% in size
# Nrf2 inh = Nrf2 pathway inhibition; 360,000 tested, 2.1% active; A549 ARE-Fluc reporter, luciferase luminescence, 18-24 h; Potency, µM (titrated, usually from 46 µM), for inactives: top-dose activity change, negative = inhibition, usual class: inhibitors; AID 504444; note: potency is the fitted concentration of half-maximal effect; % is set by controls: 0 for no effect and ±100 for the full control effect; nearly all actives have a fitted effect of over 60% in size
#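 Reporter: ARE-Fluc in A549. Exposure: 18-24 h, 37 °C, 5% CO2, 5% FBS OPTI-MEM. Readouts: fluorescent cytotoxicity (CellTiter-Fluor), then luminescent Nrf2 signal after BugLite.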
# The depositor's hits bear a star; i = inactive; ? = inconclusive; . = no result given; [ ] = another dose, or the depositor's remark. Unless noted, calls come from the whole dose curve; as a rule, active = well fitted curve in the direction sought with a large enough effect; inconclusive = small, poorly fitted or top-dose-only effect, or another doubt; inactive = no such curve, though single readings can be large; an effect the other way counts as inactive or inconclusive.
SMILES,Mm-Cpn inhibitor,CCT modulator,Nrf2 activator,HepG2 tox,A549 viability,TGFb inhibitor,Akt phos inh,ATXN viability,Nrf2 inh
Cc1cc(/C=C2\NC(=O)NC2=O)c(C)n1-c1ccc(N2CCOCC2)cc1,1%,-2.4,-0.9%,-49%,-9%,0%,i,i,-1%
O=C(C1CCN(S(=O)(=O)N2CCOCC2)CC1)N1CCN(c2ccccc2)CC1,1%,-8.4,0.0%,-6%,1%,-18%,i,i,-9%
O=C(COC(=O)c1ccc2c(c1)OCO2)NCc1ccc2c(c1)OCO2,2%,-1.8,-0.2%,-17%,-6%,21%,i,i,11%
C=CCn1c(N)c(C(=O)OCCC)c2nc3ccccc3nc21,-6%,2.9,-0.5%,-7%,6%,-7%,i,.,-5%
CC(C)C(=O)NCCn1ccc2ccccc21,-9%,-1.6,0.3%,-12%,?,4%,i,i,.
CSc1nccn1C(=O)c1ccccc1[N+](=O)[O-],0%,-2.5,-0.4%,-11%,13%,-23%,i,i,7%
COc1cc2cc(C)c(SCC(=O)N3CCN(C(=O)c4ccco4)CC3)nc2cc1OC,0%,-0.6,-0.7%,1%,-1%,6%,i,i,0%
CC1(C)C(=O)OC(C(=O)c2ccccc2)C(C)(C)C1=O (stereo unspecified),-4%,-3.2,-0.5%,-15%,0%,2%,i,i,3%
CCN1C(=O)CS/C1=N\S(=O)(=O)c1ccc(C)cc1,0%,1.1,0.0%,7%,1%,6%,i,i,-4%
C/C(=N\NC(=O)C1CC1(c1ccccc1)c1ccccc1)c1cccc([N+](=O)[O-])c1 (stereo unspecified),1%,0.0,-0.8%,-1%,1%,8%,i,i,9%
CCc1nnc(NS(=O)(=O)c2ccc(NC(=O)c3ccccc3OC)cc2)s1,1%,-0.2,-0.2%,41%,-1%,17%,i,i,0%
CN(Cc1cc(=O)n2ccsc2n1)c1ccccc1,1%,-0.1,0.2%,-6%,-3%,6%,i,i,-24%
N#C/C(=C\c1ccccc1O)C(=O)Nc1ccccn1,-2%,-6.2,16%,-9%,-5%,-2%,i,i,-28%
CCn1nc(C(=O)NCCc2ccc(S(N)(=O)=O)cc2)c2ccccc2c1=O,-1%,-0.6,0.3%,-9%,?,1%,i,i,-3%
COCCNC(=O)CSc1nc2scc(-c3ccccc3)c2c(=O)[nH]1,-6%,-1.3,-0.4%,-8%,1%,3%,i,i,-11%
CCc1nnc(SCC(=O)Nc2ccc(F)cc2F)c2cc3sc(C)cc3n12,.,.,0.8%,3%,5%,-4%,.,i,15%
COc1ccc(NCc2cc3cc4c(cc3n(CC(=O)Nc3cccc(F)c3)c2=O)OCO4)cc1,.,.,5.3%,8%,1%,-5%,.,i,?
Cc1ccc(S(=O)(=O)/N=C(/Nc2cccc3ccccc23)c2ccc(F)cc2)cc1,0%,1.5,1.9%,-9%,-4%,-19%,i,i,2%
O=C(Nc1ccc(Cl)c([N+](=O)[O-])c1)c1cnccn1,-2%,0.1,0.6%,3%,-2%,-1%,i,i,13%
COc1cc(OC)c(C(=O)NCCCn2ccnc2)cc1OC,2%,1.0,0.1%,-5%,-13%,-10%,i,i,?
CCc1ccc(S(=O)(=O)Nc2cc(SCC(=O)O)c(O)c3ccccc23)cc1,-3%,0.2,-3.9%,18µM*,-6%,?,i,i,-24%
O=Cc1c(N2CCCCC2)nc2ccccn2c1=O,-5%,-0.9,0.2%,3%,-15%,7%,i,i,11%
COc1ccc(CNC(=O)CC(c2ccc(OC)cc2)N2Cc3ccccc3C2=O)cc1 (stereo unspecified),.,.,0.0%,-24%,-5%,24%,.,.,.
C/C(=N\NC(=O)C1COc2ccccc2O1)c1cccs1 (stereo unspecified),0%,-0.6,?,-5%,3%,1%,i,i,14%
O=C(OCC(=O)N1CCN(c2ccc(F)cc2)CC1)c1cnc2ccccc2n1,0%,1.0,0.4%,-7%,-2%,-16%,i,.,17%

# Full records from above. Values in the order: Mm-Cpn inhibitor	CCT modulator	Nrf2 activator	HepG2 tox	A549 viability	TGFb inhibitor	Akt phos inh	ATXN viability	Nrf2 inh
# Cc1cc(/C=C2\NC(=O)NC2=O)c(C)n1-c1ccc(N2CCOCC2)cc1 is listed with 1%	-2.4	-0.9%	-49%	-9%	0%	i	i	-1%
# O=Cc1c(N2CCCCC2)nc2ccccn2c1=O is listed with -5%	-0.9	0.2%	3%	-15%	7%	i	i	11%

# (cont.)
SMILES,Mm-Cpn inhibitor,CCT modulator,Nrf2 activator,HepG2 tox,A549 viability,TGFb inhibitor,Akt phos inh,ATXN viability,Nrf2 inh
COc1ccc(N=C(N)SCc2ccccn2)cc1,3%,-1.8,18%,-6%,-8%,-25%,i,?,25%
CC(C)=CC(=O)Nc1nnc(-c2ccc(F)cc2)s1,-22%,0.0,0.9%,-7%,9%,-3%,i,?,27%
CCNC(=O)CN(C1CCCCC1)S(=O)(=O)c1ccc(F)cc1,0%,-3.3,0.2%,-17%,-10%,-3%,i,i,?
CNC(=O)c1ccsc1NC(=O)CCS(=O)(=O)c1ccc(C)cc1,0%,-2.1,7.2%,-5%,4%,-5%,i,i,1%
Cc1cc(-n2c(C)nc3ccccc3c2=O)ccc1NC(=O)c1ccc(C)c([N+](=O)[O-])c1,.,.,0.6%,-7%,2%,-21%,.,i,.
CCOC(=O)C1=C(CN2CCSCC2)NC(=O)NC1c1cc(C)ccc1C (stereo unspecified),-1%,-1.7,2.8%,-1%,12%,-21%,i,i,1%
Cc1ccccc1NC(=O)Cc1nc(COC(=O)c2ccc(S(C)(=O)=O)c([N+](=O)[O-])c2)cs1,-3%,1.9,-2.1%,-79%,5%,13µM*,i,?,-9%
O=C(NCC(=O)N1CCOCC1)c1ccc(Br)cc1,-2%,-1.3,0.5%,2%,-21%,-18%,i,i,4%
CC(C)CN(CC(C)C)CC(O)CN(c1ccccc1)S(=O)(=O)c1ccccc1[N+](=O)[O-] (stereo unspecified),-10%,-0.9,4.2%,-26%,1%,?,i,i,2%
CCCCN(C)CC(O)Cn1cc(/C=C/C(=O)c2ccc(OC)c(OC)c2)c2ccccc21 (stereo unspecified),.,.,-4.5%,-98%,?,?,.,.,20%
Cc1ccc(Cn2c(C(=O)Nc3ccc(Cl)cc3)cc3sccc32)cc1,.,.,5.1%,-42%,0%,?,.,i,29%
COc1ccc(CC(=O)NCC2CCCN(Cc3ccc(F)cc3F)C2)cc1 (stereo unspecified),0%,-4.3,0.2%,-9%,0%,-15%,i,i,0%
CC1CCc2c(sc3nc(C(C)(C)C)nc(N4CCN(C(=O)CCl)CC4)c23)C1 (stereo unspecified),2%,-0.9,7.9%,-97%,2%,?,i,?,-11%
Cn1c(NC(=O)c2cccc(Cn3cc(Cl)cn3)c2)nc2ccccc21,-13%,-2.5,-0.5%,-31%,6%[1.84 µM],-28%,i,i,19%
CC(C(=O)Nc1ccccc1-c1ccccc1)N1CCCCC1 (stereo unspecified),1%,0.2,0.4%,5%,3%,-2%,i,?,.
Cn1cnnc1SC/C(O)=C(\C#N)c1nc2ccccc2[nH]1,0%,0.7,0.3%,-5%,2%,-5%,i,i,3%
COC(=O)C(Cc1csc2ccc(Cl)cc12)NC(=O)c1ccc(Cl)cc1 (stereo unspecified),-2%,-12,-0.1%,13%,1%,1%,i,i,?
Cc1ccc(C(=O)N2NC(c3ccc(F)cc3)C3C(=O)N(c4ccc(C)c(C)c4)C(=O)C32)cc1 (stereo unspecified),-1%,-2.4,-0.4%,-8%,18%,18%,i,i,-6%
O=C(Nc1cccc(C(F)(F)F)c1)C1CCCN(S(=O)(=O)c2cccc3nsnc23)C1 (stereo unspecified),.,.,2.9%,-17%,0%,6.3µM*,.,i,?
CC[C@H](C)[C@H](NC(N)=O)C(=O)NCCc1ccc(Cl)cc1,-2%,0.9,0.7%,0%,3%,-1%,i,i,21%
c1ccc(CNc2nc(CN3CCOCC3)nc3scc(-c4ccccc4)c23)cc1,-4%,2.5,0.4%,20%,-1%,10%,i,i,3%
COc1ccc(/C(O)=C2/C(=O)C(=O)N(CCN(C)C)C2c2ccc(F)cc2)cc1Cl (stereo unspecified),0%,-1.2,0.2%,-14%,6%,-8%,i,i,2%
CC(C)C[C@H]1CN(CCCC[C@@H]2CNC(=O)C(=O)N2Cc2ccccc2)C(=O)C(=O)N1CCc1ccccc1,.,1.3,-0.6%,.,.,.,i,i,.
O=C1CC(c2cc3c(cc2Br)OCO3)C2=C(CCCC2=O)N1 (stereo unspecified),1%,-3.4,-0.6%,4%,-15%,2%,i,?,-3%
CC(C)(C)C(=O)N1CCN(c2ccc(NC(=O)c3ccc4c(c3)OCCO4)cc2)CC1,1%,0.5,0.4%,-12%,1%,8%,i,i,?
CCCCOc1ccccc1N1CCN(CCCN2C(=O)C3CCCN3C2=O)CC1 (stereo unspecified),0%,-4.0,0.3%,-27%,-9%,-21%,i,i,-6%
N#Cc1ccc(CSc2nnc(-c3c[nH]c4ccccc34)n2-c2ccccc2)cc1,0%,-3.8,3.3%,-15%,6%,-17%,i,?,?
CCN1CCN(CC(=O)c2cc(OC)c(OC)c(OC)c2)CC1,1%,0.4,-0.1%,-13%,-1%,8%,i,i,-1%
Cc1cc(/C=C2\SC(N)=NC2=O)c(C)n1-c1ccccc1,0%,0.3,3.8%,-6%,-14%,0%,.,i,?

# Ordered by the number under TGFb inhibitor (lowest first): 3 of the compounds above.
SMILES,Mm-Cpn inhibitor,CCT modulator,Nrf2 activator,TGFb inhibitor,Akt phos inh
COc1ccc(CC(=O)NCC2CCCN(Cc3ccc(F)cc3F)C2)cc1 (stereo unspecified),0%,-4.3,0.2%,-15%,i
CC(C)=CC(=O)Nc1nnc(-c2ccc(F)cc2)s1,-22%,0.0,0.9%,-3%,i
CC[C@H](C)[C@H](NC(N)=O)C(=O)NCCc1ccc(Cl)cc1,-2%,0.9,0.7%,-1%,i
